Source: PubChem
IMP-1 inh: inhibitors of Pseudomonas aeruginosa IMP-1 metallo-beta-lactamase. purified IMP-1, nitrocefin hydrolysis, epi-absorbance fluorescence. inhibition, % at 5.6 µM. hit rate 0.45% among 290,000. AID 1556;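 active = inhibition above the mean plus 3 SD of all compounds in the same screening run, cut at about 4.5% in these data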;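 note: 0% = IMP-1 with DMSO and 100% = DMSO wells lacking enzyme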
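System: purified IMP-1 / Input: IMP-1 dispensed at 0.2 nM / Medium: 50 mM HEPES pH 7.1, 50 µM ZnSO4, 0.05% Brij 35 / Timing: 15 min enzyme–compound preincubation, then 25 min nitrocefin reaction, 25 °C / Technique: plate fluorescence quenching by hydrolysis product, ex 480/em 530 nm / Repeats: singlicate testing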
VIM-2 inh: inhibitors of Pseudomonas aeruginosa VIM-2 metallo-beta-lactamase | purified VIM-2, nitrocefin hydrolysis, epi-absorbance fluorescence | inhibition, % at 5.6 µM | hit rate 0.89% among 290,000;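 active = inhibition above the mean of all tested compounds plus 3 SD, cutoff set per screening run, cut at about 7.5% in these data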;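 note: red hydrolysis product quenches plate fluorescence so inhibitors raise well fluorescence; 0% = enzyme with DMSO and 100% = DMSO without enzyme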
NALP1 yeast inh: inhibitors of NALP1 inflammasome in yeast. S. cerevisiae NALP1/ASC/caspase-1 growth, X-gal OD620, 72 h. AID 2071. inhibition, % at 10 µM. hit rate 0.61% among 280,000; in the data active = inhibition mostly above about 24%, no sharp cut-off; inactive = mostly below about 32%; note: some compounds called inactive have numbers as strong as hits
GPR7 antag: blocks human GPR7 receptor signaling; inhibition, % at 4.4 µM; hit rate 1.1% among 290,000; P48145; GPR7-expressing cells, fluorescence antagonist assay; in the data active = inhibition above about 16%, passing the limit was not always enough;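 note: cells stimulated with the agonist NPW; 0% = agonist with vehicle and 100% = vehicle without agonist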
Target sequence (P48145 whole entry, looked up): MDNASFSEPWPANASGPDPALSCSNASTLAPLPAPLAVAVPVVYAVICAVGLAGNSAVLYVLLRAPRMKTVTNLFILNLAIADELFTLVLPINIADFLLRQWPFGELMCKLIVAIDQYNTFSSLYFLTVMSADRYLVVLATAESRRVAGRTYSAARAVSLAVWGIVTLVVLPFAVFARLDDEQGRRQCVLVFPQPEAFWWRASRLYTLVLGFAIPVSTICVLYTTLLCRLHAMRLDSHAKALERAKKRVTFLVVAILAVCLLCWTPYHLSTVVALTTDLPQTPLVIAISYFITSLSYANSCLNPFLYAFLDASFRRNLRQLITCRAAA
p-CIP stab down: compounds decreasing mouse p/CIP protein stability; Q05BA5; F442A p/CIP-EGFP cells, EGFP fluorescence, 16 h; decrease of EGFP signal, % at 10 µM; hit rate 0.01% among 290,000; AID 1984;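 active = EGFP signal decrease of at least 30% at 10 µM or well 3 SD below plate mean, unless failing retest; inactive = the rest, including hits failing retest or dose response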; note: some compounds called inactive have numbers as strong as hits; many of its hits are not listed in these tables
IDE inh: inhibits human insulin-degrading enzyme in HEK cells. inhibition, % at 5.59 µM. hit rate 0.41% among 320,000. AID 434962. FAbetaB cleavage, fluorescence polarization. P14735;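 active = percent inhibition above the average of all tested compounds plus 3 SD, set per screening campaign, cut at about 16% in these data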;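 note: IDE supplied by intact live HEK cells; FP after avidin binding of uncleaved biotin substrate so inhibition keeps polarization high; 0% = DMSO wells and 100% = 60 µM reference IDE inhibitor Ii1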
IDE cell activ: IDE (human) activation, cell-based; HEK cells, FAbeta-B cleavage, fluorescence polarization; 0% vehicle, 100% cell-free pure enzyme wells; activation, % at 5.96 µM; hit rate 0.073% among 340,000; AID 493087;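 active = activation above the mean of all tested compounds plus 3 SD, set per screening campaign, cut at about 17% in these data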
PHOSPHO1 inh: inhibitors of human PHOSPHO1 phosphatase; Q8TCT1; recombinant PHOSPHO1, absorbance phosphatase assay; inhibition, % at 13.3 µM; hit rate 1.1% among 290,000; AID 1565; in the data active = inhibition above about 60%
Target sequence (Q8TCT1 whole entry, looked up): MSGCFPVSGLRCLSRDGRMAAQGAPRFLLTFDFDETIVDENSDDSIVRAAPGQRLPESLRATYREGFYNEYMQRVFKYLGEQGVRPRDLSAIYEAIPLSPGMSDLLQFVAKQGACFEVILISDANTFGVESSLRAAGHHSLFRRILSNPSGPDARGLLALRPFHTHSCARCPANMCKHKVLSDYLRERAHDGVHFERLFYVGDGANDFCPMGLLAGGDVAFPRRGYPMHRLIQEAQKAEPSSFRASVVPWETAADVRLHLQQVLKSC
M18AAP inhibitor: PfM18AAP enzyme inhibition | recombinant PfM18AAP, H-Glu-NHMec fluorogenic cleavage | inhibition, % at 7.35 µM | hit rate 1.2% among 290,000;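 active = inhibition above the campaign mean inhibition over all tested compounds plus 3 SD, cut at about 28% in these data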;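 note: 0% = plate median of test compound wells and 100% = 2 mM ZnCl2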
The depositor's hits bear a star; nt = no result given. An unsorted share of the library; about 5.3% have a hit in one of these screens.

SMILES | IMP-1 inh | VIM-2 inh | NALP1 yeast inh | GPR7 antag | p-CIP stab down | IDE inh | IDE cell activ | PHOSPHO1 inh | M18AAP inhibitor
COc1ccc(-c2c(C(F)(F)F)oc3c(CN4CCN(C)CC4)c(O)ccc3c2=O)cc1 | -3.1 | -1.6 | 0 | -8 | -4 | 7 | 4 | 0 | 2
COc1ccc(NC2=C(C(C)=O)C(c3ccc4c(c3)OCO4)C(C(C)=O)C(C)(O)C2)cc1 (stereo not drawn) | -1.1 | -1.3 | 17 | 11 | -9 | 5 | 5 | -12 | 14
O=C(O)CCC(=O)NNC(=O)COc1ccc(Cl)cc1Cl | -2.4 | 0.7 | 3 | -7 | -9 | 9 | nt | 6 | 5
COc1cc(NCCCCCCCN)c2ncccc2c1 | 1.5 | 7.8* | 17 | -11 | -12 | -3 | 6 | -23 | 15
N#Cc1ccc(C(=O)Nn2cnnc2)cc1 | -3.7 | -1.8 | 1 | -17 | 5 | 3 | 2 | 28 | 45*
COc1cccc(-n2c(SCC(=O)Nc3nc4ccccc4s3)nc3ccccc3c2=O)c1 | -1.7 | -2.0 | nt | -10 | -7 | -2 | nt | 62* | -2
O=C(C1CCN(S(=O)(=O)c2ccc(F)cc2)CC1)N1CCOCC1 | -4.3 | -3.4 | 12 | -6 | 2 | -2 | 1 | -28 | -3
O=C(CNC(=O)c1ccc(-c2ccccc2)cc1)OCc1c(Cl)cccc1Cl | -1.9 | 0.0 | 41 | -2 | -7 | 6 | 3 | -5 | -4
C/C(NCCCn1ccnc1)=C(\C#N)C(N)=O | -4.0 | -1.3 | -16 | -11 | -3 | -5 | 6 | 6 | 1
CC(C)COCC1CC2(CC(C)C(=O)CC2=O)C(=O)O1 (stereo not drawn) | -6.1 | -2.0 | -1 | -7 | 5 | 0 | -2 | -6 | 2
Cc1cc(C)cc(CC2CC(=O)N(c3nc(C)cc(C)n3)C2=O)c1 (stereo not drawn) | 0.7 | -4.6 | nt | 2 | nt | 0 | 4 | nt | 0
COc1cccc(CNC(=O)c2c(C)nn(-c3ccccc3)c2C)c1 | -2.2 | -0.8 | 16 | 7 | 4 | -2 | 5 | 6 | -7
Cc1ccc(N)c2c1OCCC2=O | -4.2 | -4.1 | 30 | -12 | 5 | 2 | 6 | 1 | 15
CCN(CC)CC(O)COc1ccc2c(c1)c(C(C)=O)c(C)n2-c1ccccc1 (stereo not drawn) | -0.5 | -0.5 | 9 | -3 | -1 | 6 | -5 | -15 | -1
O=C(CNC(=O)c1ccco1)NCC(=O)OCc1c(F)cccc1Cl | -1.6 | -2.4 | -51 | -15 | -11 | -4 | 3 | 46 | 1
Cc1ccc(NC(=O)CC(=O)Nc2ccc(C)c(C)c2)cc1C | 0.1 | -4.0 | 9 | -5 | -1 | 2 | 5 | 31 | 1
CC(C)(C)OC(=O)NCC(=O)Oc1cc2oc(=O)cc(-c3ccccc3)c2cc1Cl | -2.7 | 1.9 | 14 | -7 | 2 | -1 | 2 | 5 | -6
COc1ccc(C(=O)NC(=S)Nc2cc(C)ccn2)cc1[N+](=O)[O-] | -3.1 | -2.3 | 0 | -4 | -18 | -1 | 1 | -1 | -8
Cc1ccc2c(c1)cc(CN(C(=O)N1CCOCC1)C1CCCC1)c1nnnn12 | -0.6 | -0.3 | 20 | -16 | 2 | 1 | 0 | 18 | 2
Cc1cccc(NC(=O)c2ccc(COc3ccc4ccccc4c3)o2)n1 | -3.3 | -2.5 | 5 | -20 | 2 | -2 | 5 | -29 | -5
CC(=O)N1c2ccccc2C(C)CC12CCCCC2 (stereo not drawn) | -2.6 | -1.2 | -74 | 0 | 4 | 1 | -1 | -4 | -8
Cc1cc(=O)c2n(Cc3ccccc3Cl)nc[n+]2[nH]1 | -2.8 | 0.9 | -105 | -1 | -19 | -5 | -3 | -3 | -11
O=[N+]([O-])c1cc(N=Nc2ccc3ccccc3c2)ccc1O | -7.7 | -2.1 | 16 | -6 | -4 | 4 | 4 | 15 | 2
COC(=O)c1scc(C)c1NC(=O)CC1NCCNC1=O (stereo not drawn) | -2.5 | -0.7 | nt | -13 | -14 | 5 | nt | 27 | -11
Cc1ccc(CN(CC(=O)NCC2CCCO2)S(=O)(=O)c2ccc(C)cc2)cc1 (stereo not drawn) | -1.9 | -1.0 | 6 | -14 | -2 | 0 | 5 | 32 | -13
COc1ccc(S(=O)(=O)NCc2cccnc2)cc1C(=O)N1CCCCC1 | -4.0 | -4.1 | 13 | -1 | -5 | 0 | 1 | 10 | 0
Cc1cnc(NC(=O)c2cccc(S(=O)(=O)N3CC(C)OC(C)C3)c2)s1 (stereo not drawn) | -0.8 | -1.0 | -17 | -6 | -3 | 5 | 3 | -21 | -11
COC(=O)C1=C(C)NC(=O)/C1=C\N(C)C | -3.2 | -4.0 | 7 | -15 | 2 | 8 | 4 | -12 | 4
CC(=O)/C(=N\Nc1ccc(C)cc1)Sc1nncn1C | -3.7 | -3.0 | 8 | -9 | -2 | 5 | 2 | -3 | 26
Fc1ccc(Nc2nc(N3CCOCC3)nc(N3CCOCC3)n2)cc1 | -0.8 | -0.9 | 26 | -13 | -9 | 0 | 5 | 28 | -3
CN(C)C(=O)NC1c2ccccc2-c2ccccc21 | -1.1 | 0.1 | 9 | -3 | -5 | -3 | -3 | 18 | -2
CC12CCC(=O)N1C(C(=O)OCC(=O)Nc1cccc(Br)c1)CS2 (stereo not drawn) | -4.1 | -5.5 | 7 | -7 | 0 | -4 | 3 | -99 | -4
CCCCOc1ccc(-c2nc(=S)[nH][nH]2)cc1 | -8.4 | -4.6 | -10 | -14 | -7 | 0 | -23 | 80* | -23
CC1CCCCN1C(=O)COc1ccc(NC(=O)c2ccco2)cc1 (stereo not drawn) | -3.1 | -1.0 | 2 | -9 | -14 | 2 | 2 | -8 | 8
O=C(CSCC(=O)Nc1cccc([N+](=O)[O-])c1)Nc1ccccc1 | 1.3 | -0.7 | 28 | 6 | -12 | 4 | -1 | 11 | -1
CCOc1ccccc1NC(=O)CCCc1ccc(OC)c(C)c1 | -5.2 | -0.5 | 10 | -12 | -13 | 7 | 2 | 44 | 3
COc1ccc(-c2cc(C(=O)N/N=C/c3cccnc3)c3cc(C)cc(C)c3n2)cc1 | -3.5 | -2.0 | 7 | -16 | -2 | nt | 6 | 11 | -7
CCOc1cc(S(=O)(=O)N2CCOCC2)ccc1F | -4.4 | -1.8 | 24 | -5 | -8 | 1 | 3 | 14 | -5
CC(=O)Nc1ccc(C(=O)NCCCSc2ccccc2)cc1 | -1.0 | -1.7 | 3 | -1 | -14 | 1 | 1 | 40 | 2
CC(C)NCC(O)COc1ccc(Br)cc1 (stereo not drawn) | -3.3 | -2.0 | 9 | -7 | -6 | 3 | -2 | 8 | 5
COc1ccccc1N1C(=O)c2ccc(C(=O)Nc3nccs3)cc2C1=O | -3.2 | -3.9 | 12 | -2 | -2 | 5 | nt | 24 | 7
CCNC(=O)C(=O)Nc1ccc([N+](=O)[O-])cc1 | -3.9 | -2.6 | 8 | -6 | 15 | 3 | 4 | -1 | 1
